CRFR2-BP antag = antagonists of CRF-BP/CRF-R2 complex, primary screen, cell-based, HEK293, calcium dye fluorescence, uHTS. CRF-induced calcium fluorescence. inhibition, % at 11.8 µM. 350,000 compounds, 0.59% hits;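 active = inhibition of the ligand-induced calcium signal above about 50% at the single tested concentration, limit read from the data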
CHRM5 PAM = human M5 muscarinic receptor positive allosteric modulators, primary screen, CHO-K1 cells, Fluo-8 calcium fluorescence; 360,000 compounds, 0.3% hits; AID 624038, 2012; activation, % at 3 µM; Muscarinic acetylcholine receptor M5 (Homo sapiens), P08912; CHO-K1 hM5, ACh EC20 PAM; 0% = ACh EC20, 100% = ACh EC100;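 active = activation above the run cutoff, the mean activation of all test compounds plus 3 SD, cut at about 18% in these data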
Target sequence (P08912 whole entry, looked up): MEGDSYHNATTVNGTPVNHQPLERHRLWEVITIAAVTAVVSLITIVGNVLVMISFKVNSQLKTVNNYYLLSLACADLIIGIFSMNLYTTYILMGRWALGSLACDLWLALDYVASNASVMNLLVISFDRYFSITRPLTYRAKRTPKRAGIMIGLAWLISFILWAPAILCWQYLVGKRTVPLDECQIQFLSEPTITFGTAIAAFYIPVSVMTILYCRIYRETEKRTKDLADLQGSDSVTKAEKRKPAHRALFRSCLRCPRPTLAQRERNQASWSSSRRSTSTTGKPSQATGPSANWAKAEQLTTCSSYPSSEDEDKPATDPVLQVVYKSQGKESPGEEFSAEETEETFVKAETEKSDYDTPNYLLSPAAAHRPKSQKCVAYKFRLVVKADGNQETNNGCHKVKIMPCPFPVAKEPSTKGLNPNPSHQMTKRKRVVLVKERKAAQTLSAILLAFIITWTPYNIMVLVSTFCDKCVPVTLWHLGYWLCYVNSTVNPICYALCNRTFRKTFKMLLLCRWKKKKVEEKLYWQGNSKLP
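Test system: CHO-K1 hM5 cells / Doses: single-point, 3 µM nominal / Times: Post-acetylcholine fluorescence recording 140 s / Technique: Fluo-8 calcium fluorescence / Measure: Max/basal fluorescence ratio as % of EC20–EC100 ACh window / Benchmarks: low control EC20 acetylcholine (0%), high control EC100 acetylcholine (100%) / Replicates: one well per compound, no replicates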
CHRM4 antagonist = human M4 muscarinic receptor antagonists, primary screen, CHO cells, Fluo-8 calcium fluorescence. Muscarinic acetylcholine receptor M4 (Homo sapiens), P08173. CHO-hM4 cells, ACh EC80. inhibition, % at 3 µM. 360,000 compounds, 0.73% hits. AID 624125, 2012;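 active = inhibition above its plate's cutoff, the mean inhibition of sample wells plus 3 SD, cut at about 27% in these data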;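 note: 0% = acetylcholine EC80 with DMSO and 100% = DMSO without agonist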
CRFR2-BP ag = agonists of CRF-BP/CRF-R2 complex, primary screen, cell-based, HEK293, calcium dye fluorescence, uHTS. AID 588473, 2011. activation, % at 13.2 µM. 350,000 compounds, 0.46% hits. calcium dye fluorescence (FLIPR); percent of saturating CRF peptide response;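 active = activation of at least 50%, plus an integration ratio under a set limit after plate pattern correction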;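 note: plate controls were neutral control wells without compound for no effect and CRF at EC100 for full effect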
M5 antag = human M5 muscarinic receptor antagonists, primary screen, CHO cells, Fluo-8 calcium fluorescence | Muscarinic acetylcholine receptor M5 (Homo sapiens), P08912 | CHO-hM5 cells, ACh EC80 | inhibition, % at 3 µM | 360,000 compounds, 0.59% hits;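 active = inhibition above a per-plate cutoff, the mean of that plate's test compounds plus 3 SD, cut at about 27% in these data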;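 note: 0% = acetylcholine EC80 with DMSO and 100% = DMSO without agonist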
CHRM1 PAM = human M1 muscarinic receptor positive allosteric modulators, primary screen, CHO-K1 cells, Fluo-8 calcium fluorescence, 1536-well. AID 588819, 2011. activation, % at 3 µM. 360,000 compounds, 0.088% hits. CHO-K1 hM1, ACh EC20; 0% = ACh EC20, 100% = maximal ACh. Muscarinic acetylcholine receptor M1 (Homo sapiens), P11229; in the data active = activation above about 19%, passing the limit was not always enough
Target sequence (P11229 whole entry, looked up): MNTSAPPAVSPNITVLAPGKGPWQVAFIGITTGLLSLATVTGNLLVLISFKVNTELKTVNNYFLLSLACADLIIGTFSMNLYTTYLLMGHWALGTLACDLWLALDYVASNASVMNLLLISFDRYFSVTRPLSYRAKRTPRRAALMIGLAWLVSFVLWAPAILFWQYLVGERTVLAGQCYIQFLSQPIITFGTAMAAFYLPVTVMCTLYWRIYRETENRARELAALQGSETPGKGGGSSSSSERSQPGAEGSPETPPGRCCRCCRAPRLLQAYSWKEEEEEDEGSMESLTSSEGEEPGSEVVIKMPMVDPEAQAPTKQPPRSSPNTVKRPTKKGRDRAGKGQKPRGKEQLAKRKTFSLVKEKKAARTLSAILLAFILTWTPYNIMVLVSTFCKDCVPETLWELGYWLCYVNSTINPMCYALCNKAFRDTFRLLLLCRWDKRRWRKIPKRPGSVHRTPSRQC
M4 PAM = human M4 muscarinic receptor positive allosteric modulators, primary screen, CHO-K1 cells, Fluo-8 calcium fluorescence; activation, % at 3 µM; 360,000 compounds, 0.4% hits; CHO-K1 hM4/Gqi5, ACh EC20; 0% = ACh EC20, 100% = maximal ACh; Muscarinic acetylcholine receptor M4 (Homo sapiens), P08173;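 active = activation above its plate's cutoff, the mean activation of sample wells plus 3 SD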; note: some results filed as inactive read as strong as hits
M4 ag = human M4 muscarinic receptor agonists, primary screen, CHO-K1 cells, Fluo-8 calcium fluorescence; Muscarinic acetylcholine receptor M4 (Homo sapiens), P08173; activation, % at 3 µM; 360,000 compounds, 0.14% hits; AID 624127, 2012; CHO-K1 hM4/Gqi5; vehicle 0%, full acetylcholine response 100%;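 active = activation above the run mean over all test wells plus 3 SD, cut at about 32% in these data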;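 note: peak over basal fluorescence ratio per well then scaled between controls; 0% = DMSO wells and 100% = acetylcholine at EC100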
M5 ag = human M5 muscarinic receptor agonists, primary screen, CHO-K1 cells, Fluo-8 calcium fluorescence | Muscarinic acetylcholine receptor M5 (Homo sapiens), P08912 | CHO-K1 hM5 cells; 0% DMSO wells, 100% maximal acetylcholine response | activation, % at 3 µM | 360,000 compounds, 0.19% hits | AID 624037, 2012;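 active = activation above the run's mean over test compounds plus 3 SD, cut at about 23% in these data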;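 note: signal is peak over basal fluorescence ratio across the kinetic read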
The depositor's hits bear a star; · = not tested or not shown; & = joins results of further samples.

SMILES	CRFR2-BP antag	CHRM5 PAM	CHRM4 antagonist	CRFR2-BP ag	M5 antag	CHRM1 PAM	M4 PAM	M4 ag	M5 ag
CCOC(=O)C(Cc1ccc(NC(C)=O)cc1)N1C(=O)c2ccccc2C1=O (stereo unspecified)	6	-27	4	-0.1	9	-11	-2	19	8
CCOC(=O)c1cc(-c2cccs2)nc2c1c(C)nn2-c1ccccn1	-21	-5	5	-1.4	11	-8	-9	5	5
Cc1ccc(S(=O)(=O)c2c(N)n(Cc3ccco3)c3nc4ccccc4nc23)cc1C	-39	5	8	48	-6	1	-3	4	4
O=C(NCCc1ccc(Cl)cc1)C1CCN(S(=O)(=O)N2CCCC2)CC1	14	0	-13	-4.0	-4	10	3	13	5
O=C(CCn1c(SCC(=O)NCc2ccco2)nc2ccccc2c1=O)NCCc1ccccc1	28	-9	2	-0.3	2	1	-3	5	3
CC(=O)Cc1nsc(NC(=O)c2ccccc2Cl)n1	8	-2	4	-2.2	4	13	0	1	2
Cc1c(Cl)cccc1NC(=S)NCC(O)c1ccccc1 (stereo unspecified)	-5	2	-21	0.9	-9	9	-6	4	5
Nc1ccc(S(=O)(=O)Nc2nccs2)cc1N=Nc1ccccc1[N+](=O)[O-]	6	6	2	-0.1	9	3	5	1	2
O=C(C1CC1)N1CCCC(c2ccc(Cl)cc2)=N1	-6	-5	5	-1.4	-4	2	-1	-2	-8
CC(C)CC(NC(=O)/C(=C\c1ccco1)NC(=O)c1ccco1)C(=O)O (stereo unspecified)	5	0	-4	0.1	6	13	7	1	-1
CN(c1ccccc1)S(=O)(=O)c1cccc(NC(=O)c2cncc(Br)c2)c1	-16	-12	-6	-1.5	4	-13	-12	14	1
Cn1c(=O)c2c(ncn2CCOC(=O)C(C)(C)Oc2ccc(Cl)cc2)n(C)c1=O	-5	-1	-9	-1.3	15	8	3	4	1
O=C(COC(=O)c1ccccc1C(=O)N1CCN(c2ccccc2)CC1)Nc1ccccc1	-13	-12	7	-0.8	10	0	-13	17	2
Cc1ccc(-c2nn(-c3ccccc3)cc2C(=O)N2CCN(c3ccccn3)CC2)cc1	-14	-2	-1	-0.8	0	2	-5	2	1
Cn1c(CO)cnc1SCC(=O)c1ccc(F)cc1	12	-1	4	-0.6	9	5	-8	1	-3
CC(C)Oc1ccc(/C=N/NC(=O)c2ccc(N(Cc3ccccc3)S(C)(=O)=O)cc2)cc1	5	-8	-3	1.5	11	6	0	4	-1
CSc1ccccc1OCc1cc(C(=O)N(C)Cc2ccc(C)o2)no1	26	-6	-2	-1.9	4	-2	-3	2	-6
COc1cc(C(=O)O[C@H]2C/C(C)=C/CC[C@]3(C)O[C@@H]3C(O)C2C(C)C)cc(OC)c1OC (stereo partly specified)	-25	-8	1	0.7	13	-9	-6	18	2
C[C@@H](C(=O)CC(=O)OC(C)(C)C)[C@@H](O)c1ccccc1	12	3	-2	-2.0	0	6	12	1	0
COc1ccc(C(C)(C)C)cc1NC(=O)C1CC(=O)N(C2CCCC2)C1 (stereo unspecified)	-7	-6	6	-0.7	9	4	0	4	2
CCCC(NC(=O)Cc1c(C)c2c(cc(C)c3c(C)coc32)oc1=O)C(=O)O (stereo unspecified)	11	-3	8	-0.9	5	7	-1	0	0
CC1CCCC(NC(=O)NC(=O)COC(=O)c2ccc(O)cc2O)C1C (stereo unspecified)	0	-6	11	0.6	2	5	-1	4	5
CCOc1ccc(S(=O)(=O)N(C)c2ccc(OCC(=O)NCc3ccc(C(=O)OC)cc3)cc2)cc1	1	6	22	4.5	4	-8	-8	4	-2
Cc1ccc(S(=O)(=O)Nc2cc(Cl)c(O)cc2C)cc1	-24	-2	-6	-1.5	13	-7	-7	8	5
Cc1ccc(NC(=O)c2nccnc2C(=O)O)cc1C	7	-3	-2	1.1	-1	-2	-1	-1	0
COc1cc(C(=O)N2CCCCC2c2cc(C(=O)Nc3ccccc3Cl)no2)cc(OC)c1C (stereo unspecified)	·	-2	-12	·	7	2	5	0	4
C=CCOc1c(CNc2cccc(C(=O)O)c2)cccc1OCC	64*	-8	7	-1.1	15	-1	6	2	-4
O=C(NCc1ccc(Cl)c(Cl)c1)c1cc(C2CCCCN2C(=O)c2cccs2)on1 (stereo unspecified)	·	-9	-13	·	14	-4	-1	3	-3
CC1(C(=O)NS(=O)(=O)Cc2ccccc2)CCN1C(=O)Cc1cc(F)ccc1F (stereo unspecified)	·	0	-5	·	2	9	9	0	0
COc1cccc(C(=O)Nc2ccc3c(c2)OCO3)c1OC	-10	6	-1	0.4	-3	6	4	4	-4
O=C(Nc1ncccc1O)c1cccc(S(=O)(=O)NCc2ccccc2)c1	-9	4	5	-0.8	3	-2	-1	1	7
O=C(CCN=C1NS(=O)(=O)c2ccccc21)OCC(=O)c1ccc(F)c(F)c1	-3	-2	10	0.9	3	-5	5	3	-1
Cc1cccc2cc3c(N)c(C(=O)N4CCCc5ccccc54)sc3nc12	-90	-3	27*	33	28*	6	-7	7	8
CCOC(=O)NC(C)N1C(=O)C2C3C=CC(C3)C2C1=O (stereo unspecified)	6	0	-4	1.4	-3	5	6	0	-2
O=C(OCC(=O)N1CCN(C(=O)COC(=O)c2ccncc2)CC1)c1ccncc1	34	-9	1	0.1	7	15	16	2	4
N#Cc1c(SCC(=O)Nc2cccc(C(F)(F)F)c2)sc2c(O)cc(=O)[nH]c12	-9	0	-21	0.2	-1	16	0	0	0
COc1cc(/C=C(\C#N)C(=O)NCC2CCCO2)ccc1OCC(=O)O (stereo unspecified)	-7	-7	2	0.6	12	-10	-4	14	2
C=C(C)C(=O)Nc1ccc2c(c1)OCCOCCOCCO2	-2	4	2	-1.6	3	7	3	1	-1
CC(c1nnc(Sc2nnnn2-c2ccccc2)n1-c1ccc(F)cc1)N(C)C (stereo unspecified)	-5	-9	-16	-2.1	-3	0	8	1	-5
CCC(=O)N1CCC1(C)C(=O)Nc1cccc(OC)c1 (stereo unspecified)	·	-1	-20	·	-9	3	5	0	-1
COc1cc([N+](=O)[O-])cc(/C=N/NC(=O)C(C)Nc2cccc3ccccc23)c1O (stereo unspecified)	11	4	-2	-2.2	-4	1	6	-2	-10
COc1ccc(N=Cc2nc(-c3ccccc3)oc2OC(C)=O)cc1	21	5	2	-4.4	-4	10	-3	1	3
C=CCNc1cnn(CC(C)=O)c(=O)c1Br	25	4	2	1.5	7	11	1	1	-2
O=C(Nc1ncc([N+](=O)[O-])s1)c1cccs1	23&41	-11&-6	-13&-17	33&37	5&-3	-9&-3	-7&-6	16&15	9&11
Fc1cccc(Nc2nc(N3CCOCC3)nc(N3CCOCC3)n2)c1	-12	2	3	-0.5	0	6	8	0	-1
O=C1CCN(Cc2ccccc2)C=C1c1ccc(C(F)(F)F)cc1	-5	-6	-18	0.1	4	0	-3	2	1
CCCCn1c(N)c(N(CC(C)C)C(=O)C2CCN(C(=O)c3ccc(Cl)cc3)CC2)c(=O)[nH]c1=O	-1	3	-21	1.6	-7	9	7	0	-2
Cc1ccc(NC(=O)NC2=NN(c3ccccc3)C(=O)/C2=C2/CCCN2C)cc1	-9	-1	-3	-0.8	5	13	2	1	-1
CC1Cc2ccccc2N1C(=O)c1ccc(Br)o1 (stereo unspecified)	-8	0	-9	-2.9	-8	-2	4	-1	2
CC(=O)/C(=N/Nc1ccccc1)N1CCOCC1	-21	-1	-13	5.6	-4	0	4	1	3

New compounds follow.
SMILES	CRFR2-BP antag	CHRM5 PAM	CHRM4 antagonist	CRFR2-BP ag	M5 antag	CHRM1 PAM	M4 PAM	M4 ag	M5 ag
O=C1SCC(c2ccccc2)=NN1Cc1ccccc1	7	-5	-1	-0.9	9	-8	-8	0	-3
CC1(C)CC(=O)C=C(C#CC2(O)CCCCC2)C1	-8	1	-13	0.2	-4	8	2	2	0
Cc1c(C(=O)NCCCN2CCCC2=O)oc2ccc(S(=O)(=O)N3CCOCC3)cc12	-3	-1	7	0.4	8	9	-3	2	-3
Cc1noc(/C=C/N(C)C)c1S(=O)(=O)N1CCN(c2ccccc2)CC1	9	1	-14	14	2	-2	4	1	0
CCN1C(=O)N/C(=C/c2cc(C)n(Cc3ccccc3)c2C)C1=O	-19	0	6	-0.4	3	-5	5	3	0
Cc1cc2nccc(-c3ccco3)n2n1	2	-1	6	-0.1	-6	0	3	0	-1
COCCNC(=O)c1ccccc1NC(=O)CN(c1ccc2c(c1)OCO2)S(C)(=O)=O	-12	2	-10	-0.8	-9	-5	-5	0	2
Cc1cc(C)c(NC(=O)CNC(=O)CNC(=O)C2CCCCC2)c(C)c1	9	9	-2	0.1	4	7	1	0	-2
COc1cc2c(cc1OC)CN(C(=O)CCNS(=O)(=O)c1ccccc1F)CC2	-2	2	-6	-0.8	-2	10	5	1	-3
CCCCNC(=O)CSc1nc2ccc(N3CCOCC3)cc2c(=O)n1CCc1ccccc1	15	-6	3	0.8	7	-5	-5	3	0

Arranged by heavy-atom count (low to high): some entries from above
SMILES	CRFR2-BP antag	CHRM5 PAM	CHRM4 antagonist	CRFR2-BP ag	M5 antag	CHRM1 PAM	M4 PAM	M4 ag	M5 ag
O=C1SCC(c2ccccc2)=NN1Cc1ccccc1	7	-5	-1	-0.9	9	-8	-8	0	-3
CCN1C(=O)N/C(=C/c2cc(C)n(Cc3ccccc3)c2C)C1=O	-19	0	6	-0.4	3	-5	5	3	0
Cc1cc(C)c(NC(=O)CNC(=O)CNC(=O)C2CCCCC2)c(C)c1	9	9	-2	0.1	4	7	1	0	-2

Next compounds:
SMILES	CRFR2-BP antag	CHRM5 PAM	CHRM4 antagonist	CRFR2-BP ag	M5 antag	CHRM1 PAM	M4 PAM	M4 ag	M5 ag
CCN1C(=O)N[C@@H](c2cccc(C(F)(F)F)c2)[C@H](C(=O)OC)[C@H]1C	4	-8	-7	-2.0	14	8	5	2	3
COc1ccc2nc(SCCOC(=O)Nc3ccc(Cl)cc3)nc(C)c2c1	-28	-10	2	-0.5	8	-9	-18	7	-2
CCOc1ccccc1C(=O)N(Cc1ccco1)C1CCS(=O)(=O)C1 (stereo unspecified)	-5	-16	-6	-1.1	17	6	-2	1	-4
Cc1ccccc1S(=O)Cc1ccc(C(=O)NC2CCN(Cc3ccccc3)CC2)o1 (stereo unspecified)	16	-7	4	0.6	3	-12	-9	18	-3
O=C(NC1CCCCC1)C(c1ccncc1)n1c(=O)c(-c2cc3ccccc3[nH]2)nc2ccccc21 (stereo unspecified)	·	-2	-1	·	8	·	17	7	2
COCC(=O)N/N=C/c1c(C)[nH]n(-c2ccccc2)c1=O	31	6	3	7.5	-6	1	2	1	-2
CS(=O)(=O)c1ccc2nc(NC(=O)Cc3ccccc3)sc2c1	-12	-7	-9	0.6	4	3	4	1	0
COc1cc(/C=C(\NC(=O)c2ccccc2)C(=O)NCC(=O)O)c([N+](=O)[O-])cc1OC	-5	0	-6	-0.6	0	8	3	1	-1

Screens: PubChem BioAssay, several laboratories
